FadD28 FP inh: blocks FadD28 binding to the bisubstrate probe | fluorescence polarization | inhibition, % at 12.5 µM | 360,000 compounds, 0.22% hits | AID 588549; in the data active = inhibition above about 8.5%, passing the limit was not always enough; inconclusive = no clear call, values can overlap the other calls
Y pestis TopoI: blocks Yersinia pestis topoisomerase I activity | Y. pestis Topo-I cleavage product accumulation, plate reader | activity, % at 10 µM | 360,000 compounds, 0.064% hits | AID 504884; in the data active = activity above about 50%, passing the limit was not always enough; inconclusive = no clear call, values can overlap the other calls; also: inactives centre near 2
TcdB inh: inhibitors of Clostridioides difficile toxin B glycohydrolase; 350,000 compounds, 0.24% hits; inhibition, % at 9.99 µM; TcdB glycohydrolase enzymatic assay, plate reader; AID 652162; in the data active = inhibition above about 10%
Target sequence (P18177 whole entry, looked up): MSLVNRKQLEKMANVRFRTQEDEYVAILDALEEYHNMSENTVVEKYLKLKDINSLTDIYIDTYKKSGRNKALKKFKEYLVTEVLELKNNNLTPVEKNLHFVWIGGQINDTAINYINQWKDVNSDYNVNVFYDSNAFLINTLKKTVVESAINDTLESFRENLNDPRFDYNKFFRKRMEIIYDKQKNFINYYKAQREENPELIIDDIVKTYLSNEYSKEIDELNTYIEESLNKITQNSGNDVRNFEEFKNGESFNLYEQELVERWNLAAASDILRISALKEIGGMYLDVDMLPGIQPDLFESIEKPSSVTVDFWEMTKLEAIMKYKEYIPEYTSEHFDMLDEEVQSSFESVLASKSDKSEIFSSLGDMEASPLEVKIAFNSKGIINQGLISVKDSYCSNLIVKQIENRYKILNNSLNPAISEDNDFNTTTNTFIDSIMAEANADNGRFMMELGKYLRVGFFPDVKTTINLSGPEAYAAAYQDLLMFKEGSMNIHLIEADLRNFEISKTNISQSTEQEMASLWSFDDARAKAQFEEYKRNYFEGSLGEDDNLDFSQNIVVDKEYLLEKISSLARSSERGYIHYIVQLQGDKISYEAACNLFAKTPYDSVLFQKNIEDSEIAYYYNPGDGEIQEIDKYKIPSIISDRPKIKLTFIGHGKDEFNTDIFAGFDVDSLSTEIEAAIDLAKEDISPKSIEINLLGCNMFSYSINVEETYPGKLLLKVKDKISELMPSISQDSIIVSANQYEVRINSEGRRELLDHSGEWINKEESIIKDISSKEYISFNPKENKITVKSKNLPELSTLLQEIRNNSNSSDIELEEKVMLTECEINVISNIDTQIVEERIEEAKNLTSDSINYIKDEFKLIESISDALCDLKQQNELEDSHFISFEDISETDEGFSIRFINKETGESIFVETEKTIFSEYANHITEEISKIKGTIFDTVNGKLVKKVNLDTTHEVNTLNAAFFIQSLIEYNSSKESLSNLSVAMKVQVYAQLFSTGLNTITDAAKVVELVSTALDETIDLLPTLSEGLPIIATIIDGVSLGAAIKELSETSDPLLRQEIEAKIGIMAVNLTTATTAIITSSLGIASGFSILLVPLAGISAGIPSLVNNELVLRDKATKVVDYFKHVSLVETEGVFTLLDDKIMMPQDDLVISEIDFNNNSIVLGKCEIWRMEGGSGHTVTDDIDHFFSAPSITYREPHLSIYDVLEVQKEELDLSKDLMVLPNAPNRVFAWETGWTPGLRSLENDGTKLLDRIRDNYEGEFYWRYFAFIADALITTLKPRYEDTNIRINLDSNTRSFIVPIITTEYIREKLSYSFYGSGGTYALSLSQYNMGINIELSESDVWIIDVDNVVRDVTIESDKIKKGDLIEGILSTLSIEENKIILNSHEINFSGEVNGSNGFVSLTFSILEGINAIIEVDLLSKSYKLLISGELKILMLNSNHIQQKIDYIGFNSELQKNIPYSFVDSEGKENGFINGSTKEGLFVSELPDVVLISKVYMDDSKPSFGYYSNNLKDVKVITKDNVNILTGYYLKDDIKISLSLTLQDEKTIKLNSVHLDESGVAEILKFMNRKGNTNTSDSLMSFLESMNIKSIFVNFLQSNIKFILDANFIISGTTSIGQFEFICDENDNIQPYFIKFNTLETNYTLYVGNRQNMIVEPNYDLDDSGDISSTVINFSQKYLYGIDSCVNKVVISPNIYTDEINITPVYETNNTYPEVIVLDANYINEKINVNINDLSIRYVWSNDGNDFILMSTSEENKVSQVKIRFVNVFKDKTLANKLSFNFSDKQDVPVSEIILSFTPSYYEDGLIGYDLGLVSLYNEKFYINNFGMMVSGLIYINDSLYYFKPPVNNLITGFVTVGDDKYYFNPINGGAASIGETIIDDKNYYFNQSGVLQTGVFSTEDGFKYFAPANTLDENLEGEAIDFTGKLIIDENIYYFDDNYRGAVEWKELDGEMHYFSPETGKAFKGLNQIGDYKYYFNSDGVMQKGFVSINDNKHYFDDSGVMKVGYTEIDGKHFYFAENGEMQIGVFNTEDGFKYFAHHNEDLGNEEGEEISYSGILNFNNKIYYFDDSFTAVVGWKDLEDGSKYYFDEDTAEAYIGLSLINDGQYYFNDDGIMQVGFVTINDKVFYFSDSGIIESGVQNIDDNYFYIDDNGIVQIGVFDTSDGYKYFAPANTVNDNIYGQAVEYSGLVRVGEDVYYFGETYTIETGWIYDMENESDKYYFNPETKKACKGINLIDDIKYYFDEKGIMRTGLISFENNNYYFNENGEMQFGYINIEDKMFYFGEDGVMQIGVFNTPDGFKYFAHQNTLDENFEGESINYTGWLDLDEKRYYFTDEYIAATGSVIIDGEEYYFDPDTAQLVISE
BoNT A protease: blocks Botulinum neurotoxin A light chain protease | multiplex microsphere protease substrate cleavage, flow cytometry | inhibition, % at 10 µM | 360,000 compounds, 0.17% hits | AID 588499; also: plate controls were buffer without enzyme for full effect and enzyme alone for no effect
CCHFV vOTU inh: blocks the CCHF virus ovarian tumor domain protease; CCHFV vOTU protease, Pep-AMC fluorescence; inhibition, % at 11.5 µM; 370,000 compounds, 0.55% hits; AID 651958; in the data active = inhibition above about 30%; also: 0% = vehicle wells with enzyme and 100% = no enzyme wells
BoNT-F LC inh: BoNT F light chain protease inhibition. Multiplex microsphere protease cleavage assay, flow cytometry. inhibition, % at 10 µM. 360,000 compounds, 0.22% hits. AID 588497; in the data active = inhibition above about 35%, passing the limit was not always enough; inconclusive = no clear call, values can overlap the other calls; also: plate controls were buffer without enzyme for full effect and enzyme alone for no effect
PrPC TRFRET: cell surface PrPC inhibition, primary TR-FRET screen. P04156. TR-FRET read-out. inhibition, % at 13.8 µM. 370,000 compounds, 0.43% hits. AID 720596; in the data active = inhibition above about 24%; also: 0% = median of the test wells and 100% = reference compound wells
PfHsp40 rescue: rescue of PfHsp40-mediated yeast toxicity. S. cerevisiae expressing PfHsp40, growth rescue, ATP luminescence. growth rescue, % at 12.5 µM. 340,000 compounds, 0.68% hits. AID 504582; in the data active = growth rescue above about 28%, passing the limit was not always enough; inconclusive = no clear call, values can overlap the other calls;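 also: yeast W303a lacking pdr1 and pdr3 grown in galactose medium; growth measured after three days at 30 °C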
Anthrax LF prot: anthrax lethal factor protease inhibition | multiplex microsphere protease cleavage assay, LF | inhibition, % at 10 µM | 360,000 compounds, 0.12% hits; also: plate controls were buffer without enzyme for full effect and enzyme alone for no effect
Active calls of the source: *; ? = inconclusive; · = not tested or not shown. Rule as the data show it, unless noted: active = inhibition above about 30%; inconclusive = no clear call, values can overlap the other calls; inactive = below that.

SMILES	FadD28 FP inh	Y pestis TopoI	TcdB inh	BoNT A protease	CCHFV vOTU inh	BoNT-F LC inh	PrPC TRFRET	PfHsp40 rescue	Anthrax LF prot
Cc1ccc(S(=O)(=O)Nc2nc3cc(C)c(C)cc3[nH]2)cc1	-0.9	20	2.1	-0.5	5	-5	2	-1.1	1
CCOc1ccc(NC(=S)NC(C)CCc2ccccc2)cc1 (stereo not drawn)	-1.0	5	1.0	-1.4	1	-7	7	0.1	-2
CCOc1ccc(-c2cc(C(=O)NCc3cc(C(F)(F)F)cc(C(F)(F)F)c3)[nH]n2)c(C)c1	-1.3	1	0.9	-0.2	-15	0	4	·	-1
O=C(O)CCCCCN1C(=O)/C(=C/c2ccncc2)SC1=S	-1.1	-1	·	0.3	2	3	0	-0.1	-3
COCCn1c(C)cc(C(=O)COC(=O)c2ccc(-n3nc(C)cc3C)cc2)c1C	-3.5	40	·	0.9	-3	1	3	0.0	-1
O=C(c1cc([N+](=O)[O-])ccc1N1CCCCC1)N1CCCC1	0.9	6	-1.2	-0.1	-7	1	-10	-1.6	0
NC(Cc1ccccc1)c1csc(Nc2cc(Oc3ccccc3)ncn2)n1 (stereo not drawn)	-12	-17	1.4	-0.3	17	-22	4	·	-2
CCC(=O)n1nc(-c2ccc(OC)cc2)nc1N	-2.1	-5	·	0.0	-6	2	-2	-0.9	5
O=C(CCCCn1ccc(=O)[nH]c1=O)Nc1ccc(O)c(C(=O)O)c1	-0.1	-2	0.2	-0.5	-14	-5	7	1.3	-6
CCCCNS(=O)(=O)c1ccc(NC(=O)c2c(-c3ccccc3Cl)noc2C)cc1	-4.3	5	·	1.6	·	0	·	0.0	4
O=C(Cc1ccc(Nc2nc3ccc(Br)cc3[nH]2)cc1)NCCc1cccs1	0.2	-34	-0.5	0.2	8	-7	-6	-0.6	1
Cc1ccccc1NC(=O)c1ccc(C)c(S(=O)(=O)NCc2cccnc2)c1	-1.8	2	0.8	-2.5	5	5	0	-0.1	-2
Cc1cc(=O)oc2cc(OC(=O)c3cncc(Br)c3)ccc12	-2.2	2	-0.3	-0.1	-156	4	0	-0.1	0
COc1ccccc1CNC(=O)C(=O)NCC1OCCN1C(=O)c1ccc(Cl)cc1 (stereo not drawn)	-0.9	10	0.9	1.2	-2	0	6	1.3	-6
Nc1nc2c(-c3ccc(Br)cc3)nnn2c2ccccc12	-4.6	4	1.8	-1.0	1	12	-6	-1.3	-20
O=C1C=C(c2cccc(Cl)c2O)C[C@@H](c2ccc(Cl)cc2)C1	-4.3	27	2.4	0.2	11	-10	5	?	-9
CN(Cc1ccccc1)C(=O)c1cc(S(=O)(=O)N2CCOCC2)cn1C	-0.2	7	0.1	0.4	5	2	1	-0.4	-1
COC(=O)c1c(NC(=O)c2cccs2)sc2c1CCC(C)C2 (stereo not drawn)	-3.3	-8	·	-0.2	7	-1	6	-1.2	0
CN/C(=C\[N+](=O)[O-])NCCSCc1csc(CN(C)C)n1	-2.5	6	1.8	-0.6	4	-17	1	0.4	-9
COc1ccc(Cl)cc1NC(=O)CCNC(=O)Cn1ccc2ccccc2c1=O	-4.9	-2	·	-0.6	·	13	·	0.6	4
COc1cc(-c2nnc(SC/C=C/c3ccccc3)n2N)cc(OC)c1OC	-5.0	-4	·	-0.6	3	-4	5	0.7	-3
COc1cc(OC)c(OC)cc1C#N	-2.7	-6	-3.6	0.1	1	-2	6	0.8	12
C/C=C/c1ccc(OCCN2CCc3ccccc3C2)c(OC)c1	-2.0	25	1.4	-0.5	8	7	7	1.4	-1
CSCCC(Nc1ccc(S(=O)(=O)N2CCOCC2)cc1[N+](=O)[O-])C(=O)OCC(=O)N(C(C)C)C(C)C (stereo not drawn)	-0.5	37	0.7	0.1	-2	-6	-4	1.5	1
FC(F)(F)c1ccccc1N1CC1c1ccncc1 (stereo not drawn)	1.3	-5	0.4	1.1	5	-8	11	0.1	-4
Next compounds
SMILES	FadD28 FP inh	Y pestis TopoI	TcdB inh	BoNT A protease	CCHFV vOTU inh	BoNT-F LC inh	PrPC TRFRET	PfHsp40 rescue	Anthrax LF prot
Clc1ccc(OCc2cn3cccnc3n2)c2ncccc12	-1.0	3	·	-0.8	-1	-3	-8	-0.5	-2
O=C(NC1CCCCC1)NC1C2CC3CC(C2)CC1C3 (stereo not drawn)	-3.4	6	0.3	2.4	4	10	0	0.2	-4
O=C(OCC(=O)N1CCN(C(=O)COC(=O)c2ccccc2NCCO)CC1)c1ccccc1NCCO	-1.8	9	-3.2	-0.5	-173	-8	-4	0.7	-9
O=C(CSc1ccccn1)C12CC3CC(CC(C3)C1)C2	-0.9	13	2.0	-3.1	12	-13	2	1.6	-9
Cc1cc(CNC(=O)CCc2nnc(CCCCc3ccccc3)o2)nn1C	0.0	12	1.4	0.1	14	-3	-3	0.7	0
CC(C)(C)NC(=O)CSc1nc(-c2ccccc2)cc(=O)[nH]1	-0.4	0	3.7	-0.6	10	-8	-5	0.3	-2
O=C(CNC(=O)N1CC(=O)Nc2ccccc21)Nc1cccc(F)c1	-1.4	-3	2.1	-0.9	0	4	-7	-1.0	-1
COc1cc(/C=C/C(=O)O)ccc1OS(=O)(=O)c1cc(C)ccc1C	-4.9	5	-0.9	-0.1	-7	2	-3	0.2	-4
Cc1cc(NC2C3CC4CC(C3)CC2C4)n2ncnc2n1 (stereo not drawn)	3.3	1	1.5	-0.8	2	-15	-1	-0.5	3
CS(=O)(=O)N(Cc1ccc(Cl)cc1)c1ccc(C(=O)N/N=C/c2cc3ccccc3nc2Cl)cc1	-2.0	-6	·	-2.5	-16	-14	2	1.9	-2
Cc1cccc(NC(=O)COC(=O)c2ccc3c(=O)n4c(nc3c2)CCC4)c1	0.7	-7	·	-0.5	10	0	2	-0.4	1
CC1CCN(C(=O)C(Cc2ccccc2)NS(=O)(=O)c2ccc3c(c2)oc(=O)n3C)CC1 (stereo not drawn)	-0.1	6	-0.7	-0.8	-7	3	-4	0.4	1
CCOc1ccc(S(=O)(=O)c2c[nH]c3ccccc3c2=O)cc1	-1.6	3	-0.4	5.0	-2	4	6	-1.2	9
O=C(Nc1ccc(F)cc1F)c1ccc(-n2cccn2)c([N+](=O)[O-])c1	0.3	7	1.1	1.8	-3	2	-23	-0.5	-3
Cc1ccc(SCC(=O)OCc2csc(CC(=O)Nc3ccccc3C)n2)cc1C	-0.2	43	0.3	1.7	-1	2	5	-0.6	3
CC(=O)Nc1ccccc1OCc1nnc(-c2ccccc2Cl)o1	-0.1	-1	1.2	3.5	-5	-8	6	1.4	-7
COCCNC(=O)C1CCN(S(=O)(=O)c2c(C)noc2/C=C/c2cccs2)CC1	-0.8	7	0.8	0.6	7	2	-2	0.4	5
COc1ccc(NCc2ccc(OC)c(Cn3ccnc3)c2)c(OC)c1	·	3	2.4	1.1	14	-28	10	2.4	-16
CCN(CC)CCCNC(=S)N(Cc1cccnc1)Cc1cc2cc(C)cc(C)c2[nH]c1=O	-3.6	-7	2.0	0.9	4	3	6	-1.5	0
CCCC1=C(C(=O)OCC)C(c2cc(Cl)cc(OC)c2OCc2ccccc2)NC(=O)N1 (stereo not drawn)	0.7	-2	·	2.4	-3	2	-7	-0.8	0
Cc1ccc([N+](=O)[O-])cc1S(=O)(=O)NCC1COc2ccccc2O1 (stereo not drawn)	-2.1	3	-0.1	-0.2	20	5	-12	-0.2	3
CN(C)CCNc1nc2c(c(=O)[nH]c(=O)n2C)n1CCOc1ccccc1	·	0	-0.7	1.8	-14	2	-4	-1.4	-10
NCc1ccccc1COc1ccccc1	-2.8	9	0.1	0.6	4	0	7	?	-3
CCOC(=O)C/C(C)=N/NC(=O)Nc1ccccc1	-3.9	-1	·	-0.8	2	-6	-4	-0.6	-3
CC(C)(C)NC(=O)COC(=O)c1ccc(O)cc1	0.1	-1	·	0.4	5	-17	0	-0.1	2

Entries of single compounds, quoted from the list. Order of screens: FadD28 FP inh | Y pestis TopoI | TcdB inh | BoNT A protease | CCHFV vOTU inh | BoNT-F LC inh | PrPC TRFRET | PfHsp40 rescue | Anthrax LF prot
COc1ccc(NCc2ccc(OC)c(Cn3ccnc3)c2)c(OC)c1 across the screens: · | 3 | 2.4 | 1.1 | 14 | -28 | 10 | 2.4 | -16
CCCC1=C(C(=O)OCC)C(c2cc(Cl)cc(OC)c2OCc2ccccc2)NC(=O)N1 (stereo not drawn) across the screens: 0.7 | -2 | · | 2.4 | -3 | 2 | -7 | -0.8 | 0
CCN(CC)CCCNC(=S)N(Cc1cccnc1)Cc1cc2cc(C)cc(C)c2[nH]c1=O across the screens: -3.6 | -7 | 2.0 | 0.9 | 4 | 3 | 6 | -1.5 | 0
Clc1ccc(OCc2cn3cccnc3n2)c2ncccc12 across the screens: -1.0 | 3 | · | -0.8 | -1 | -3 | -8 | -0.5 | -2

Looked up above:
Entry for `COCCNC(=O)C1CCN(S(=O)(=O)c2c(C)noc2/C=C/c2cccs2)CC1` in TcdB inh: 0.8
Entry for `Cc1ccc([N+](=O)[O-])cc1S(=O)(=O)NCC1COc2ccccc2O1` (stereo not drawn) in Y pestis TopoI: 3

(cont.)
SMILES	FadD28 FP inh	Y pestis TopoI	TcdB inh	BoNT A protease	CCHFV vOTU inh	BoNT-F LC inh	PrPC TRFRET	PfHsp40 rescue	Anthrax LF prot
CC(C)(C)c1cc(C(=O)O)n(Cc2ccc(Cl)cc2Cl)n1	-5.5	-4	-0.7	?	2	?	3	1.9	-2
CCOC(=O)C1(CCc2ccccc2)CCN(C(=O)CCc2cnn(C)c2)CC1	0.0	18	0.5	-0.9	7	-5	6	3.9	-6
CCc1cc(=O)n2[nH]c(C)c(-c3ccc(OC)cc3)c2n1	-2.3	1	0.1	0.0	1	?	4	0.4	7
CCOc1nnc(C)c2c(C)n(-c3cccc(Cl)c3)nc12	0.3	0	·	1.0	4	46*	8	-0.8	6
COc1ccc(S(=O)(=O)NCc2ccccn2)cc1Cl	-3.3	-3	·	-0.1	13	0	0	1.3	-3
COC(=O)c1ccccc1NC(=O)c1ccnn1C	1.0	2	0.5	-0.1	1	-1	2	3.6	2
CCCCCC[n+]1c(-c2ccc(Cl)cc2Cl)csc1Nc1ccccc1	-0.3	17	·	-0.8	3	-15	0	-0.2	0
Brc1ccc2nc(-c3ccco3)c(Cc3ccccc3)n2c1	-9.1	·	-1.5	4.4	22	-6	37*	·	-8
COCCN1CCN(C(=O)C2CCC(=O)N(Cc3ccc(Cl)cc3)C2)CC1 (stereo not drawn)	-1.9	-10	1.7	0.9	-1	-4	3	-0.9	1
CN(C)CCN(Cc1ccccc1)c1ccccn1	-3.4	2	1.9	-0.7	3	1	-11	?	-5
Cc1ccc(C)c(CN2CCC(CNC(=O)Nc3cccc(Cl)c3C)CC2)c1	-4.2	8	1.2	-1.7	-13	0	-8	-0.1	1
CCOCCCNC(=O)C(c1ccc(C)cc1)N(Cc1ccc2c(c1)OCO2)C(=O)c1cnccn1 (stereo not drawn)	-3.1	6	·	·	0	·	1	0.6	·
COC(=O)CSC1=C(C#N)C(=O)NC(c2ccccc2)S1 (stereo not drawn)	-2.3	0	·	0.1	4	-7	-2	0.6	-1
CC1CCCC(C)N1C(=O)COC(=O)CNC(=O)c1ccccc1 (stereo not drawn)	-1.2	-10	0.2	2.0	-6	8	0	0.4	8
CCOC(=O)C[C@H]1c2ccc(C(F)(F)F)cc2S(=O)(=O)N1C(C)(C)C	-1.2	2	-2.9	0.0	20	-9	5	1.4	-9
COc1ccccc1C1CC(c2ccc(Cl)cc2)Nc2ncnn21 (stereo not drawn)	-3.1	-4	·	0.1	3	?	1	-0.2	-9
CCCCN(C(=O)c1c(CC)noc1C)c1c(N)n(CCC)c(=O)[nH]c1=O	-2.0	6	-0.3	0.9	15	5	11	-0.6	-3
C=CCNC(=O)C1CC2Cn3c(nc4cc5ccccc5cc43)C2N1C (stereo not drawn)	-1.4	-6	-0.5	-0.4	17	1	-6	1.2	1
CCc1cc2cc3c(cc2nc1SCC(=O)Nc1nccs1)OCO3	-2.5	2	·	2.7	-18	16	-3	-0.6	0
COc1cccc(/C=C(/C#N)c2ccc(Cl)cc2)c1OCc1cccc(C(=O)O)c1	-4.6	10	-0.5	0.1	5	0	-11	0.2	-7
C=CCn1c(SCC(=O)CC(=O)OCC)nc2cc(C(=O)N3CCC(C(N)=O)CC3)ccc2c1=O	-0.5	-4	0.4	-0.7	0	-3	5	0.4	-2
COc1ccc(COC(=O)Nc2c(SC)nsc2SC)cc1	-5.2	7	1.3	-0.6	-13	-5	4	-0.2	-2

Screening data as filed in PubChem BioAssay.
